Screening results from PubChem BioAssay.
RAD54 inh – inhibitors of human RAD54 branch migration | RAD54 Holliday junction branch migration, FAM/BHQ fluorescence | inhibition, % at 10.4 µM | 0.14% of 360,000 active;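 active = mean normalized replicate activity at least 40 and at least half of replicates scoring 40 or more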;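 note: 0% = median of neutral control wells and 100% = median of positive control wells; inhibitors cause a drop in the FAM fluorescence signal; in these data hits start at about 50%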
Target sequence (Q92698 whole entry, looked up): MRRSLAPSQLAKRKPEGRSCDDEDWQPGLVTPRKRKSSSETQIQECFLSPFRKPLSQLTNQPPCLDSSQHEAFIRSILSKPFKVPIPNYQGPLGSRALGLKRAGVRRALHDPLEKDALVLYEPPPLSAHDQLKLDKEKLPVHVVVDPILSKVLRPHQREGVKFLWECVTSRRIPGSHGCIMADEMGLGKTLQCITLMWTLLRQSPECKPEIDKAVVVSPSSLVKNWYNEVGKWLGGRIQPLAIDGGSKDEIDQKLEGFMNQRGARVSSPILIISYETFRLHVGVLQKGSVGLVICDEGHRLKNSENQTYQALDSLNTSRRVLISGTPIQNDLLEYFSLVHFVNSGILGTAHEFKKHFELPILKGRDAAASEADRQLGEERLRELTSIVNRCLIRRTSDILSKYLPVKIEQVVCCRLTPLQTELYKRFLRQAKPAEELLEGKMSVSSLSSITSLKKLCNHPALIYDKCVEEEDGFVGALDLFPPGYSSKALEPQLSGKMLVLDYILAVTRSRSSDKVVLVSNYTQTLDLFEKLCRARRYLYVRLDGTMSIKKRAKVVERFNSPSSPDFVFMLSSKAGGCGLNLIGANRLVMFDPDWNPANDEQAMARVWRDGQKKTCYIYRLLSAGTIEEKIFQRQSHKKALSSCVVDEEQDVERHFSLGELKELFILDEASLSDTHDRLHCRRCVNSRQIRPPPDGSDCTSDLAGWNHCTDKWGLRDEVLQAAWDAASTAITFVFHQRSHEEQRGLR
esBAF inh – SWI/SNF esBAF complex inhibition | mouse ES cells, Bmi1-luciferase knock-in reporter, 24 h; 100% = twice the neutral-well signal | reporter increase, % at 12.5 µM | 2% of 350,000 active | AID 602393; in the data active = activation above about 40%;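 note: 0% = median of the plate's neutral control wells and 100% = double that signal; a rise in the Bmi1 reporter signal indicates esBAF inhibition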
* = called active by the depositor. Not all compounds are listed (hit frequency here may not be typical).

1	CC(=O)N1CCC(N(C(=O)Nc2ccc(C)c(C)c2)C2CCCC2)CC1
2	CCCCOC(=O)n1c(SCC(=O)N(C)C)nc2ccccc21
3	Cc1cccc2sc(N(CCCN(C)C)C(=O)c3nc4ccccc4s3)nc12
4	CC(=O)c1ccc(NC(=O)CCS(=O)(=O)c2ccc3c(c2)n(C)c(=O)c(=O)n3C)cc1
5	Cn1ncc(Cl)c1C(=O)NC(=S)Nc1sc2c(c1C#N)CCCCC2

screen / no.	1	2	3	4	5
RAD54 inh	-4.2	-5.0	6.9	0.8	-5.4
esBAF inh	19.8	1.5	-13.1	-10.0	14.9

6	O=C(CCN1C(=O)C2C3C=CC(C3)C2C1=O)NCc1cccnc1 (centres undefined)
7	C=CCc1cc(C)ccc1OCCn1ccnc1
8	C=CCn1c(COc2ccc(F)cc2)nnc1SCC(=O)N1CC(=O)Nc2ccccc21
9	CCNC(=O)CSc1ncnc2sccc12
10	COC(=O)[C@H](Cc1ccccc1)NC(=O)N1CCC(C)CC1

screen / no.	6	7	8	9	10
RAD54 inh	-3.0	-4.8	5.5	-14.3	-0.7
esBAF inh	0.2	-7.3	4.6	-5.8	16.2

11	CC1(C)CC(NC(=O)CCC2CCCC2)CC(C)(C)N1
12	CCOc1ccc2nc(NCCNC(=O)Nc3cccc(C)c3)c(C#N)cc2c1
13	C=CCOC(=O)C(C#N)c1nc2ccccc2nc1N1CCN(Cc2ccccc2)CC1 (centres undefined)
14	Cc1ccccc1NC(=O)C1CCN(c2cc(-c3ccccc3)nc3ncnn23)CC1
15	CC1=C(C(=O)N2CCCCCC2)C2(CCC(C)CC2)OC1=O (centres undefined)

screen / no.	11	12	13	14	15
RAD54 inh	-6.2	-7.7	2.1	2.6	6.2
esBAF inh	-4.8	6.7	-13.2	-28.7	-2.6

16	COc1cc2c(cc1OC)C(C)N(C(=O)c1cc3n(n1)C(C(F)(F)F)CC(c1ccco1)N3)CC2 (centres undefined)
17	COc1ccc(OC(F)(F)F)cc1CC1(C)C(=O)Nc2c(Cl)ccc(Cl)c21 (centres undefined)
18	Cc1ccccc1N1C(=O)C2ON(c3ccccc3)C(c3ccncc3)C2C1=O (centres undefined)
19	CCOc1ccc2c(c1)nc(SCC(=O)c1ccc(Br)s1)n2C
20	CCN(CC)CCCNc1nc2cc(OC)c(OC)cc2c2nc(-c3ccccc3)nn12

screen / no.	16	17	18	19	20
RAD54 inh	4.0	-6.4	-6.7	1.5	106.0*
esBAF inh	6.5	-0.7	1.8	-11.2	-15.6

21	NC(=O)COc1ccc(NC(=O)OCc2ccccc2)cc1
22	CCn1c(C)nc2cc(C(=O)NNS(=O)(=O)c3ccccc3F)ccc21
23	COc1ccc2nc(SCC(=O)Nc3cc(C)on3)[nH]c2c1
24	Cn1c(CSc2ncccn2)nnc1SCC(=O)N1CCCc2ccccc21
25	Cc1[nH]nc2c1C1(CCN(C(=O)OCc3ccccc3)CC1)C(C#N)=C(N)O2

screen / no.	21	22	23	24	25
RAD54 inh	1.7	0.7	-11.0	6.6	5.3
esBAF inh	-0.8	23.2	-4.1	-4.9	-3.9

26	CCN(CC)c1ccc(C(=O)OCC(=O)c2ccco2)cc1
27	Cc1cc(C)cc(N=C(NO)c2cccc([N+](=O)[O-])c2)c1
28	O=C1/C(=C/c2ccc(F)c(F)c2)CSc2sccc21
29	Cc1cc(NS(=O)(=O)c2ccc(NC(=O)C(c3ccccc3)c3ccccc3)cc2)no1
30	CCOc1cc2c3c(c1)C(C)CC(C)(C)N3C(=O)C2=O (centres undefined)

screen / no.	26	27	28	29	30
RAD54 inh	5.6	2.2	1.1	2.5	0.0
esBAF inh	69.5*	1.6	2.8	1.4	-6.5

31	Cc1noc(C)c1S(=O)(=O)N1CCC(C(=O)N2CCN(c3ccccc3Cl)CC2)CC1
32	Cc1ccc2[nH]c(C(=O)O)c(NC(=O)CN3CCN(c4cccc(C)c4C)CC3)c2c1
33	CCc1nccn1S(=O)(=O)c1ccc(Br)cc1Br
34	C=CCn1c(C#N)c(N)sc1=N
35	COCCn1c(SCCN2CCCCC2)nc2ccccc2c1=O

screen / no.	31	32	33	34	35
RAD54 inh	9.8	12.3	-11.8	-5.6	2.3
esBAF inh	-0.5	-3.3	-14.3	7.5	-4.4

36	CCOCCCn1c(=S)[nH]c2cc3c(cc2c1=O)OCO3
37	O=C1CCCN1CCCNS(=O)(=O)c1ccc(Cl)c(C(=O)N2CCOCC2)c1
38	COc1ccc(-c2nnc(SCCC(=O)O)n2-c2ccccc2)cc1
39	CCC(c1nnnn1CCOC)N1CCN(C(=O)c2ccco2)CC1 (centres undefined)
40	COc1ccc(N2CCN(C(=O)CC3NC4CCCCC4NC3=O)CC2)cc1 (centres undefined)

screen / no.	36	37	38	39	40
RAD54 inh	2.1	-1.9	-8.3	1.1	-10.4
esBAF inh	4.1	-6.5	-5.2	-1.9	-2.0

41	O=C(Nc1cccn2ncnc12)c1ccc(Cl)cc1Cl
42	Cc1ccc(-n2ncc3c(N4CCCC4)ncnc32)c(C)c1
43	Cc1ccc(NC(=S)C2=C(O)c3sccc3N(C)S2(=O)=O)cc1
44	COC(=O)C1=C(C)N=C2SCCC(=O)N2C1/C=C/c1ccccc1 (centres undefined)
45	CC1CCCN(c2ccc(C(=O)NCc3cccs3)cn2)C1 (centres undefined)

screen / no.	41	42	43	44	45
RAD54 inh	3.3	2.5	-3.5	1.5	-2.1
esBAF inh	-0.5	20.8	8.6	-11.1	94.3*

Two entries drawn at random from those above:
43	Cc1ccc(NC(=S)C2=C(O)c3sccc3N(C)S2(=O)=O)cc1
42	Cc1ccc(-n2ncc3c(N4CCCC4)ncnc32)c(C)c1

screen / no.	43	42
RAD54 inh	-3.5	2.5
esBAF inh	8.6	20.8

An excerpt of these results, with values under each structure.
Values run as follows: RAD54 inh	esBAF inh
(41) O=C(Nc1cccn2ncnc12)c1ccc(Cl)cc1Cl
    3.3	-0.5
(42) Cc1ccc(-n2ncc3c(N4CCCC4)ncnc32)c(C)c1
    2.5	20.8
(43) Cc1ccc(NC(=S)C2=C(O)c3sccc3N(C)S2(=O)=O)cc1
    -3.5	8.6

(next part)
46	CC1(C)CC(=O)C2=C(C1)OC(c1ccncc1)C(C#N)=C2N (centres undefined)
47	CCN(CC)C(=O)CSc1nnc(CCCCCNC(=O)OC(C)(C)C)o1
48	Cc1cc(N)n2ncc(-c3cccc(Br)c3)c2n1
49	CC1CCc2sc3ncn4nc(C(=O)NCc5ccco5)nc4c3c2C1 (centres undefined)
50	CS(=O)(=O)N1CCN(c2cccc(Cl)n2)CC1

screen / no.	46	47	48	49	50
RAD54 inh	2.1	-9.7	10.8	-13.9	-8.2
esBAF inh	-2.0	11.5	66.0*	11.0	-1.0

51	COC(CNC(=O)c1cccc2c1C(=O)N(Cc1cccnc1)C2)OC
52	O=C(CCN1C(=O)C2C3C=CC(C3)C2C1=O)NC1CCCc2ccccc21 (centres undefined)
53	CC(=O)Nc1ccc2c(c1)CCC2=O
54	COc1ccc(CC(=O)NC(C)c2nnc(SCC(=O)Nc3nc(C)cs3)n2C)cc1 (centres undefined)
55	CSc1nc(NCCOCCO)c2sc3nc(-c4ccco4)c4c(c3c2n1)CCC4

screen / no.	51	52	53	54	55
RAD54 inh	5.8	1.4	-6.5	0.6	3.5
esBAF inh	-5.8	-6.0	-4.8	4.6	-62.9

56	CC1CCN(S(=O)(=O)c2ccc3c(c2)C(=NO)c2cc(S(=O)(=O)N4CCC(C)CC4)ccc2-3)CC1
57	O=C(c1ccc(COc2c(F)c(F)cc(F)c2F)o1)N1CCN(c2ccc(Cl)cc2)CC1
58	O=C(CCNS(=O)(=O)c1cccc2nonc12)NC1CCCc2ccccc21 (centres undefined)
59	CCC(Sc1ccc2nnc(-c3ccc(F)cc3)n2n1)C(=O)O (centres undefined)
60	CCOC(=O)c1cccc(C2=CC(=O)C[C@H](c3ccc(OC)cc3)C2)c1

screen / no.	56	57	58	59	60
RAD54 inh	0.1	-4.4	5.7	3.6	-5.5
esBAF inh	-70.9	-1.9	10.8	-3.7	19.9

61	O=C(NCc1ccco1)c1sc(=S)n2c1[nH]c(=O)c1ccccc12
62	Cc1ccccc1NC(=O)c1ccc(NC(=O)C2CCCO2)cc1 (centres undefined)
63	CCc1nc2oc3cc(OC)ccc3c(=O)c2c(=O)n1-c1ccccc1
64	CCOc1ccc(-c2nnc3ccc(SC)nn23)cc1
65	COc1ccc2[nH]c3c(NCCN(C(C)C)C(C)C)ncnc3c2c1

screen / no.	61	62	63	64	65
RAD54 inh	1.7	1.5	-15.1	4.1	32.5
esBAF inh	-9.6	16.7	44.5*	1.0	0.8

66	COc1ccc(N2CCN(S(=O)(=O)/C=C/c3ccccc3)CC2)cc1
67	O=C(Nc1cccc(C(F)(F)F)c1)NC1CCCCC1
68	COc1ccc(/C=N/NS(=O)(=O)c2ccc(C)cc2)cc1OC(=O)c1ccccc1
69	O=S(=O)(Nc1ccc(S(=O)(=O)Nc2nccs2)cc1)c1ccc2c(c1)OCCO2
70	O=C(CN1CCC(N2CCCCC2)CC1)N1CCCc2ccccc21

screen / no.	66	67	68	69	70
RAD54 inh	-2.2	2.0	-2.0	-11.7	14.7
esBAF inh	-8.5	13.7	-1.8	7.5	-7.9

71	COc1cccc(C2=NN(C(=O)c3ccccc3)C(O)(C(F)(F)F)C2)c1 (centres undefined)
72	CCn1cc(C(=O)NCc2ccco2)c(=O)c2cc(F)c(N3CCN(C(=O)c4ccco4)CC3)cc21
73	O=C(COC(=O)CCc1ccc(S(=O)(=O)N2CCOCC2)cc1)Nc1ccc(Cl)cn1
74	Cc1cc(NC(=O)C2CC(c3ccccc3Cl)=NO2)no1 (centres undefined)
75	Cn1c(=O)c2c(O)cc(=O)n(-c3ccccc3)c2n(C)c1=O

screen / no.	71	72	73	74	75
RAD54 inh	-0.6	-1.9	-7.4	1.3	8.1
esBAF inh	-9.2	6.6	-4.2	8.3	-4.1

76	Cc1cc2ncn(C(=O)c3ccc4c(c3)OCO4)c2cc1C
77	COC(=O)c1sc(NC(=O)CSc2nc3cccnc3n2C2CCCCC2)nc1C
78	CN1CCN(C(=O)CCn2nc(-c3ccccc3)c3ccccc3c2=O)CC1
79	Cc1ccc(S(=O)(=O)N2CCOCC2)cc1C(=O)NC1CCCCC1
80	Cc1ccc(C)n1-c1ccc(C(=O)NCC2CCCO2)cc1 (centres undefined)

screen / no.	76	77	78	79	80
RAD54 inh	4.7	-6.4	1.5	-3.4	-8.0
esBAF inh	13.1	-3.3	3.1	-0.5	-3.7

81	O=C(CSc1nnnn1C1CCCCC1)Nc1ccc2c(c1)OCO2
82	CCCCCCCNC(=O)C1(CC2CC(c3ccc(Cl)cc3)=NO2)CCN(C(=O)C2(C)CC2)CC1 (centres undefined)
83	CCC(C(=O)NCc1ccco1)n1nc(-c2ccc(OC)cc2)ccc1=O (centres undefined)
84	CCOc1ccc(NC(=O)CSc2nc3ccccc3c(=O)n2Cc2cccs2)cc1
85	N#Cc1nc(-c2ccco2)oc1N1CCC(Cc2ccccc2)CC1

screen / no.	81	82	83	84	85
RAD54 inh	12.2	-4.9	14.3	-3.2	-1.7
esBAF inh	-1.9	5.3	-3.8	-0.7	3.6

86	C1CSC2(N1)C1CC3CC(C1)CC2C3 (centres undefined)
87	CCOP(=O)(OCC)C(C)(C)NC(=O)c1cc([N+](=O)[O-])cc([N+](=O)[O-])c1
88	Clc1ccc(OCc2nnc(SCc3nc4ccccc4[nH]3)n2Cc2ccco2)cc1
89	CCOc1ccc(C2/C(=C(/O)c3ccc(OC)cc3)C(=O)C(=O)N2c2cc(C)on2)cc1OC (centres undefined)
90	O=C(O)CN1C(=O)/C(=C\c2cn(-c3ccccc3)nc2-c2ccccc2)SC1=S

screen / no.	86	87	88	89	90
RAD54 inh	8.4	6.3	-5.3	0.5	1.5
esBAF inh	-3.3	-0.5	13.1	-10.8	-4.5

91	CCOC(=O)N1CCN(/C=C(\C#N)c2nc3ccccc3s2)CC1
92	CCOC(=O)C1(c2ccccc2)NC(c2ccccc2C)C2C(=O)N(c3ccc4c(c3)OCO4)C(=O)C21 (centres undefined)
93	Clc1ccc(/C=C/c2nc3ccccc3[nH]2)cc1
94	CC1CC(C)CN(c2ccc(-n3cnnn3)cc2[N+](=O)[O-])C1 (centres undefined)
95	Cc1ccc2c(CSc3nc4ccccc4c(=O)n3CCCO)cc(=O)oc2c1C
96	Cc1occc1-c1nnc(SCC(=O)NC2CCCC2)n1-c1ccccc1
97	Cc1ccc(C)c(S(=O)(=O)N2CCN(CC(=O)Nc3cc(C)on3)CC2)c1
98	Cc1nc(NC(=O)C23CCC(C)(C(=O)O2)C3(C)C)sc1C (centres undefined)

screen / no.	91	92	93	94	95	96	97	98
RAD54 inh	8.2	4.7	5.3	-8.7	-2.8	-6.7	-3.8	2.4
esBAF inh	2.1	-9.0	-49.3	-14.1	-1.3	5.1	-0.1	-4.3
